# Bcl-B displacement: displacers of TR3 peptide from Bcl-B, primary screen, selectivity assay for Bfl-1 inhibitor project, biochemical, fluorescence polarization. FP displacement of FITC-TR3 peptide from Bcl-B; higher % means a stronger effect. one-dose displacement, % at 20 µM; IC50 in µM for titrated hits. 0.11% of 96,000 active;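 active = displacement above 50% at 20 µM plus a fluorescence interference ratio under 1.5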;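 also: plate controls were wells without compound for no effect and wells lacking Bcl-B protein for full effect; a part of the inactive calls stands beside numbers as strong as those of hits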
# IL1B NFkB inh: blocks IL-1B driven NFkB nuclear translocation in HUVEC cells | HUVEC IL-1B NFkB p65 nuclear translocation imaging | AID 796 | inhibition, % at 2 µM | 0.43% of 94,000 active;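 active = inhibition above about 30% together with a positive call from visual inspection of the well image, limit read from the data; inconclusive = inhibition above a set limit but visual check negative; inactive = inhibition not above a set limit, visual check negative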;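 also: nuclear over cytoplasmic p65 intensity ratio measured by imaging; 0% = IL-1B stimulated DMSO wells and 100% = unstimulated DMSO wells; values of inactives mirror those of a sister screen read the other way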
# PLAP inhibition: PLAP enzyme inhibitors, biochemical, luminescence, HTS (AID 690); 0.08% of 96,000 active; inhibition, % at 20 µM, or IC50 in µM where a hit was titrated; purified PLAP, luminescent substrate; higher % means a stronger effect; in the data active = a potency from the dose series; inactive = the rest, 99 in 100 with inhibition below about 30%; also: strong numbers were not always called active
# NFkB transloc pot: enhances IL-1B driven NFkB nuclear translocation; HUVEC IL-1B NFkB p65 nuclear translocation imaging; activation, % at 2 µM; 0.3% of 94,000 active; AID 819;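 active = activation above 40%, about the mean plus 3 SD, also judged a hit on visual image review; inconclusive = activation above 40% but not a hit on visual review; inactive = activation not above 40% and no visual hit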;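 also: percent activation is computed from the nuclear over cytoplasmic p65 intensity ratio; values of inactives mirror those of a sister screen read the other way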
# MRP reversal: compounds reversing MRP-mediated drug resistance; H69AR cells + 2 uM doxorubicin, CellTiter-Glo, 72 h; differential viability (reversal), % at 10 µM; 0.04% of 85,000 active;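 active = viability drop by adding the cancer drug above about 55%, with treated viability meeting a 40% cutoff, limit read from the data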;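 also: viability without doxorubicin minus viability with 2 µM doxorubicin for each compound; larger differential means the compound sensitizes cells more to doxorubicin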
# MRP reversal cytotoxicity: also measured in MRP reversal; calls as there; viability, %; H69AR cells, CellTiter-Glo, 72 h; measured here: cytotoxicity without doxorubicin
# MRP reversal with doxorubicin: further read-out of MRP reversal, marked with its call; viability, %; measured here: viability with 2 uM doxorubicin; stronger effect = lower value
# IL1B NFkB inh cell count 2 µM: second read-out of IL1B NFkB inh, no call of its own (marks repeat the call); cell count; measured here: cells passing quality filter;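 raw number of nuclei counted in each imaged well without normalization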
# NFkB transloc pot cell count 2 µM: second read-out of NFkB transloc pot, no call of its own (marks repeat the call); cell count; measured here: cells passing quality filter
# * marks the source's active call; other numbers are inactive results; ? = inconclusive; / = not tested or not shown. A portion of the library. The share of hits here may be higher or lower than overall.
SMILES,Bcl-B displacement,IL1B NFkB inh,IL1B NFkB inh cell count 2 µM,PLAP inhibition,NFkB transloc pot,NFkB transloc pot cell count 2 µM,MRP reversal,MRP reversal cytotoxicity,MRP reversal with doxorubicin
Cc1ccc(S(=O)(=O)n2nc(OC(=O)C(C)(C)C)cc2N)cc1,0%,-2,119,-1%,2,119,0,81,81
CCC(C)(C)n1nnnc1C(c1cc2ccc(OC)cc2[nH]c1=O)N1CCc2ccccc2C1 (stereo not drawn),-7%,-1,95,-50%,1,95,-5,81,86
Cc1cccc(CSc2nnnn2-c2ccccc2)c1,-10%,-26,177,43%,26,177,16,91,76
Cc1sc2nc(-c3cccs3)nc(N3CCCN(C)CC3)c2c1C,-16%,/,/,-74%,/,/,-19,24,43
CCn1c(=O)c2cc(S(=O)(=O)NC3CCCCC3)ccc2n(CC)c1=O,1%,-17,103,-42%,17,103,-2,93,95
O=C(Cn1cc2c(n1)CCCC2)NC1CCN(Cc2ccccc2)CC1,6%,6,180,-51%,-6,180,11,99,88
CCOc1ccccc1NC(=O)c1cnc2n(c1=O)CCS2,-13%,-16,81,-12%,16,81,-4,88,92
COc1cc2c(cc1OC)CN(C(=O)CCCOc1ccc(Cl)cc1Cl)CC2,-5%,3,154,-75%,-3,154,16,96,80
CCCS(=O)(=O)N1CCC(C(=O)NCCc2ccc(C)cc2)CC1,1%,12,184,17%,-12,184,15,102,88
Cc1ccc(Nc2cc(-n3nc(C)cc3C)ncn2)cc1,0%,-6,148,14%,6,148,-8,91,99
O=C(/C=C/c1cccc(Cl)c1)NCc1cccs1,14%,0,168,6%,0,168,/,/,/
CN1c2ccccc2-c2nc3ccccc3n2C1c1ccco1 (stereo not drawn),-8%,/,/,-4%,/,/,-9,96,105
CCCCC(=O)NC(=S)NNC(=O)CC#N,3%,-23,72,-198%,23,72,2,108,106
Cc1cc(=O)oc2cc(OCC(=O)N3CC(C)OC(C)C3)ccc12 (stereo not drawn),0%,4,179,12%,-4,179,4,93,89
CCn1c(=N)n(CC(=O)OC)c2ccccc21,1%,-29,131,-5%,29,131,-3,86,89
CCCCn1nc2cc(C(=O)NCCCCc3ccccc3)ccc2c1OCC,2%,-7,108,-8%,7,108,/,/,/
Cc1oc(-c2cccc(Cl)c2)nc1CN1CCC(C(=O)NCc2cccnc2)CC1,-5%,-18,196,-65%,18,196,6,91,84
Cc1ccc(C2(c3ccc(C)cc3)CC2C(=O)Nc2ccc([N+](=O)[O-])cc2O)cc1 (stereo not drawn),10%,/,/,-10%,/,/,/,/,/
CCOc1ccc(C2C(C(=O)c3ccco3)=C(O)C(=O)N2CCCn2ccnc2)cc1 (stereo not drawn),-2%,-20,186,-17%,21,186,7,100,93
CSCCOC(=O)C1=C(C)Nc2ccc(C)cc2S1,-3%,58*,60*,-43%,-58,60,-23,28,51

# Record cards, from the list above. Order of screens: Bcl-B displacement	IL1B NFkB inh	IL1B NFkB inh cell count 2 µM	PLAP inhibition	NFkB transloc pot	NFkB transloc pot cell count 2 µM	MRP reversal	MRP reversal cytotoxicity	MRP reversal with doxorubicin
# CCn1c(=O)c2cc(S(=O)(=O)NC3CCCCC3)ccc2n(CC)c1=O is listed as 1%	-17	103	-42%	17	103	-2	93	95
# Cc1ccc(C2(c3ccc(C)cc3)CC2C(=O)Nc2ccc([N+](=O)[O-])cc2O)cc1 (stereo not drawn) is listed as 10%	/	/	-10%	/	/	/	/	/
# CCCCC(=O)NC(=S)NNC(=O)CC#N is listed as 3%	-23	72	-198%	23	72	2	108	106

# The main list resumes, repeating the 5 entries before the break.
SMILES,Bcl-B displacement,IL1B NFkB inh,IL1B NFkB inh cell count 2 µM,PLAP inhibition,NFkB transloc pot,NFkB transloc pot cell count 2 µM,MRP reversal,MRP reversal cytotoxicity,MRP reversal with doxorubicin
CCCCn1nc2cc(C(=O)NCCCCc3ccccc3)ccc2c1OCC,2%,-7,108,-8%,7,108,/,/,/
Cc1oc(-c2cccc(Cl)c2)nc1CN1CCC(C(=O)NCc2cccnc2)CC1,-5%,-18,196,-65%,18,196,6,91,84
Cc1ccc(C2(c3ccc(C)cc3)CC2C(=O)Nc2ccc([N+](=O)[O-])cc2O)cc1 (stereo not drawn),10%,/,/,-10%,/,/,/,/,/
CCOc1ccc(C2C(C(=O)c3ccco3)=C(O)C(=O)N2CCCn2ccnc2)cc1 (stereo not drawn),-2%,-20,186,-17%,21,186,7,100,93
CSCCOC(=O)C1=C(C)Nc2ccc(C)cc2S1,-3%,58*,60*,-43%,-58,60,-23,28,51
COC(=O)CSC1=C(C#N)C(c2ccc3c(c2)OCO3)C2=C(CCCC2=O)N1 (stereo not drawn),11%,-9,198,-20%,9,198,17,101,85
O=C1C(C2=NC(C(=O)O)C3C(=O)N(c4ccccc4)C(=O)C23)=C(O)c2ccccc21 (stereo not drawn),-7%,-3,144,-37%,3,144,/,/,/
CN(C(=O)CSc1nnc2ccccn12)C1CCS(=O)(=O)C1 (stereo not drawn),-4%,2,183,13%,-2,183,3,105,102
CCOc1ccc(NC(=O)c2cnccn2)cc1,/,-8,121,/,7,121,-8,90,97
Cc1cc(=O)n2[nH]c(-c3ccco3)nc2n1,30%,-13,127,-11%,13,127,-11,88,99
CC(C)(Oc1ccc(Cl)cc1)C(=O)N/N=C/c1cn[nH]c1-c1ccccc1,-5%,-5,178,-176%,5,178,/,/,/
O=C(CSC(=S)N1CCOCC1)N1N=CCC1c1ccccc1 (stereo not drawn),-3%,9,146,2%,-9,146,4,97,94
CCN(CC)S(=O)(=O)c1ccc(NC2c3ccccc3C(=O)N2c2ccc(C)cn2)cc1 (stereo not drawn),19%,6,44,12%,-6,44,3,90,87
CN(/N=C/c1c[nH]c2ccccc12)c1cnn(-c2ccc(F)c(Cl)c2)c(=O)c1Cl,-147%,-34,180,18%,34,180,-10,72,82
C=CCNC(=O)CC(=O)N/N=C/c1cccc(Br)c1,8%,-9,118,1%,9,118,/,/,/
COc1ccc(NC(=O)c2oc3ccccc3c2NC(=O)C2CC2)cc1,4%,-4,64,-9%,4,64,/,/,/
Cc1cccnc1NC(=O)Nc1ccc(F)cc1,7%,21,134,-7%,-21,134,5,94,88
Cc1occc1C(=O)N1CCN(c2ncccn2)CC1,-5%,4,178,-14%,-4,178,-5,101,105
Cc1cccc(N(CC(=O)NCC2CCCO2)C(=O)CCC(=O)Nc2cc(C)on2)c1 (stereo not drawn),-1%,/,/,-65%,/,/,-1,94,95
CC(C)N1C[C@@]23C=C[C@@H](O2)C(C(=O)OCc2ccccc2)[C@H]3C1=O (stereo partly drawn),-2%,-12,128,-12%,12,128,-32,75,107
C/C(=N/NC(=O)c1ccc(C)s1)c1cccc(NC(=O)COc2ccc(Cl)cc2Cl)c1,3%,13,175,-5%,-13,175,/,/,/
CCc1nnc(SCC(=O)Nc2ccc(N3CCOCC3)cc2)o1,-2%,-15,55,2%,15,55,0,86,86
COc1ccc(S(=O)(=O)Nc2c(C)n(C)n(-c3ccccc3)c2=O)cc1,-8%,-8,127,-18%,8,127,15,90,76
CCN(CC(=O)Nc1ccc(N2CCOCC2)cc1)Cc1nc2ccccc2c(=O)[nH]1,5%,4,180,-107%,-4,180,7,79,72
O=C(c1ccc(NC(=O)C2(c3ccccc3)CCOCC2)cc1)N1CCOCC1,-10%,-19,159,-34%,19,159,12,101,89
CSCCC(NC(N)=O)C(=O)N(C)CC(=O)Nc1ccc(C)cc1 (stereo not drawn),-8%,-18,170,4%,18,170,-7,99,106
O=C1c2oc3ccc(Cl)cc3c(=O)c2C(c2ccco2)N1CCN1CCOCC1 (stereo not drawn),/,2,45,/,-1,45,/,/,/
O=C1CCc2cc(S(=O)(=O)N3CCN(c4ccccc4F)CC3)ccc2N1,-5%,-13,194,16%,13,194,-3,92,95
CCOc1ccc(OCCOCCn2ccnc2)cc1,-6%,/,/,6%,/,/,-2,84,86
CC(=O)c1sc(-c2c(C)nc3sccn23)nc1C1CCCC1,-20%,/,/,14%,/,/,7,87,80
CC1(C)C2CCC1(C)C(NC(=O)CCN1CCCCC1)C2 (stereo not drawn),8%,-51,158,-58%,?,/,-12,89,101
O=C(Nc1ccc2c(c1)OCCO2)c1ccccc1F,14%,7,115,-9%,-7,115,12,103,90
O=C1CSC(=O)N1CCOCCN1C(=O)CSC1=O,-4%,5,99,-27%,-5,99,-10,86,96
CCc1cccc(NC(=O)Cn2cc3c(n2)CCCC3)c1,/,-32,79,/,32,79,9,97,89
COc1ccccc1NC(=O)Cn1c(=O)sc2ccccc21,-6%,-9,75,4%,9,75,0,87,87
O=C(c1ccc(-n2cnnn2)cc1)N1CCCCC1,/,-2,124,/,2,124,5,93,88
Cc1ccc(S(=O)(=O)N/N=C\c2cccnc2)cc1,1%,10,163,25%,-10,163,/,/,/
COCCCNC(=O)c1c(-c2ccccc2)noc1C,1%,-11,75,3%,11,75,11,98,87
COc1cccc(C(=O)CN(C(=O)c2ccc(Cl)c(Cl)c2)N2C(=O)C3CCCCC3C2=O)c1 (stereo not drawn),1%,-9,78,-20%,9,78,6,111,104
O=C(CCN1CCCCCC1)Nc1cccc(F)c1,-2%,20,134,-2%,-20,134,-9,87,95
COc1ccccc1CNC(=O)C(C)NS(=O)(=O)c1ccccc1 (stereo not drawn),0%,-4,188,10%,4,188,15,81,66
CCN(CC)C(=O)N1CCc2ccccc2C1CN1C(=O)c2ccccc2C1=O (stereo not drawn),/,-11,99,/,11,99,-5,78,82
O=C(C1CCN(S(=O)(=O)c2ccc(F)cc2)CC1)N1CC=C(c2ccccc2)CC1,-7%,/,/,-30%,/,/,-4,77,81
Cc1cccc(C)c1NC(=O)CC(NCc1ccco1)C(=O)O (stereo not drawn),-6%,-4,151,-6%,4,151,-1,91,91
CCCSc1nnc2nc(C)cc(C)n12,20%,-2,32,-4%,2,32,1,101,99
CCOC(=O)c1nc(Nc2ccc(C(=O)OC)cc2)c2ccccc2n1,2%,-7,136,-6%,7,136,/,/,/
CC(C)CC(C(=O)OCC(=O)Nc1ncc(Cl)cc1Cl)N1C(=O)c2ccccc2C1=O (stereo not drawn),17%,7,178,-19%,-7,178,12,94,82
COC(=O)c1ccc(OC(=O)c2nn(C)cc2Cl)c(OC)c1,9%,/,/,-30%,/,/,7,88,81
CC(C)NC(=O)CSc1ccccc1C(=O)NCc1ccc2c(c1)OCO2,-15%,-2,186,18%,2,186,5,97,92
Cn1c(SCc2cnc(-c3ccccc3)s2)nnc1C1COc2ccccc2O1 (stereo not drawn),-11%,10,170,1%,-10,170,12,93,81
CCCc1cc2c(=O)c(-c3ccc4c(c3)OCCO4)coc2cc1OC(=O)c1ccco1,-11%,10,149,12%,-10,149,-19,40,59
COc1cccc(C2c3c(oc4cc(C)c(C)cc4c3=O)C(=O)N2CCCN(C)C)c1 (stereo not drawn),29%,-12,203,-58%,12,203,8,89,81

# High-throughput results: PubChem, several laboratories
